# Screens: PubChem, several laboratories
# b-catenin transl = modulators of beta-catenin nuclear translocation | HeLa beta-catenin nuclear translocation, immunofluorescence imaging | nuclear translocation activity, % at 5 µM | 190,000 compounds, 0.3% hits;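 active = nuclear translocation activity above 50% at 5 µM, with a well cell count of 50 or more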;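 also: per-cell ratio of nuclear to cytoplasmic median beta-catenin stain intensity; plate controls were DMSO negative control for no effect and GSK-3 inhibitor IX positive control for full effect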
#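 assay system = human HeLa cells, endogenous beta-catenin | times = compound treatment 24 h, 37°C, 5% CO2 | detection = Anti-beta-catenin immunofluorescence on PFA-fixed, Triton-permeabilized cells, DAPI nuclei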
# WT yeast gro inh = growth inhibition of WT yeast, mitochondrial fusion screen; inhibition, % at 10 µM; mitochondrial fusion phenotypic screen, WT strain; 190,000 compounds, 2.1% hits; in the data active = inhibition above about 58%; tested in S. cerevisiae
# Dynein cargo inh = dynein cargo transport inhibition; 3617.4 mouse cells, GR-EGFP nuclear translocation imaging; test concentration mostly 20 µM; stimulated with dexamethasone, 1 µM; hits give low values; z-score, hits read low; 220,000 compounds, 0.47% hits; AID 1381;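 active = plate z-score of nuclear minus cytoplasmic receptor signal below a set negative limit, without overly bright fluorescence or cell loss, cut at about -3.5 in these data, passing the limit was not always enough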;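 also: z-score of nuclear minus cytoplasmic ring GR-EGFP intensity difference per well; some compounds called inactive have numbers as strong as hits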
#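 medium = tetracycline-free induction medium containing charcoal-stripped FBS | also added = 1.0 µM final dexamethasone stimulus | schedule = 48 h induction, 1 h compound, 30 min dex at 37 °C | technique = fixed, Hoechst-stained cells imaged at 10x for EGFP | measure = GR-EGFP nuclear translocation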
# Insulin prom up = MIN6 insulin promoter up-regulation; 190,000 compounds, 0.3% hits; AID 1625; z-score at 5 µM; MIN6 insulin promoter-GFP reporter, high-content imaging; hits give high values;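 active = z-score above 3 at 5 µM with at least 500 cells counted in the well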
# MT stabilizer = stabilizes microtubules in HeLa cells; HeLa tubulin immunostaining HCS, 24 h; share of cells brighter than vehicle mean+2SD; % tubulin-high responders, % at 10 µM; 200,000 compounds, 0.83% hits; AID 2205;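 active = plate Z-score above 3 for both tubulin-high and condensed-nucleus cell shares, with cell loss under 80%, at 10 µM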;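 also: anti alpha tubulin signal scored within the nucleus-defined area of each cell; some results filed as inactive read as strong as hits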
# ER stress rescue = rescue of cells from ER stress-induced death, primary screen, 384-well, CSM14.1, thapsigargin, ATP luminescence (AID 1222); CSM14.1 thapsigargin-induced death rescue, ATP luminescence; higher % means a stronger effect; cellular ATP content (survival), % at 20 µM; hits with a dose series show EC50 in µM; 190,000 tested, under 10 active;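 active = EC50 below 50 µM in the dose-response confirmation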;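 also: death triggered by thapsigargin at about 15 µM added after 2 h compound pretreatment; cell ATP read after overnight thapsigargin exposure of roughly 18 to 22 hours; normalized against plate controls of thapsigargin alone and 5% DMSO vehicle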
# Lipid droplet = hepatic lipid droplet formation modulation. AML12 mouse hepatocytes, oleate lipid droplets, BODIPY imaging. inhibition, % at 6.5 µM. 240,000 compounds, 0.4% hits. AID 1656;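 active = lipid droplet intensity inhibited by at least 50%, with more than 500 cells counted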
#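 Technique: fluorescence imaging, 20x objective, two fields per well / Assay system: AML12 hepatocytes (mouse) / Measure: % inhibition of lipid droplet signal / Doses: 6.5 µM single-point dosing / Incubation: overnight exposure / Reagent: 100 µM oleic acid challenge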
# Autophagy mod = autophagy modulation, high-content screen | MEF GFP-LC3 puncta imaging; test concentration mostly 10 µM | calls only at 10 µM (by protocol) | 190,000 compounds, 0.98% hits;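 active = percentage of spot-positive cells more than 3 SD above its plate mean, without a fluorescence outlier flag or 80% toxicity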;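 also: spot-positive cell cutoff set from DMSO-treated cells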
# XIAP antagonists = XIAP antagonists, biochemical, IAP family, fluorescence polarization (AID 1018); XIAP BIR domain, fluorescence polarization peptide displacement; higher % means a stronger effect; one-dose displacement, % at 20 µM; IC50 in µM for titrated hits; 200,000 compounds, 0.007% hits; in the data active = displacement above about 50%; also: a part of the inactive calls stands beside numbers as strong as those of hits
# WT yeast gro inh mutant strain = recorded beside WT yeast gro inh, whose call it bears; inhibition, %; mitochondrial fusion phenotypic screen, mutant strain inhibition
# Dynein cargo inh cytoplasmic EGFP = also measured in Dynein cargo inh; calls as there; z-score; measured here: cytoplasmic GR-EGFP intensity; hits give high values
# Dynein cargo inh nuclear GR-EGFP = recorded beside Dynein cargo inh, whose call it bears; z-score; measured here: nuclear GR-EGFP intensity;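 lower value marks the stronger effect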
# Dynein cargo inh cell count = also measured in Dynein cargo inh; calls as there; z-score; measured here: cell count per field
# Insulin prom up cell count = recorded beside Insulin prom up, whose call it bears; cell count; measured here: cytotoxicity, nuclei count;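 total cells summed across four imaged fields per well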
# Lipid droplet cells 6.5 µM = also measured in Lipid droplet; calls as there; cell count; measured here: cell count, cytotoxicity flag;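 cells counted across two imaged fields per well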
# b-catenin transl cell count 5 µM = second read-out of b-catenin transl, no call of its own (marks repeat the call); cell count; measured here: cell count, cytotoxicity flag
# MT stabilizer Hoechst-high % = further read-out of MT stabilizer, marked with its call; % Hoechst-high responders; measured here: nuclear condensation Hoechst responders;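 share of cells brighter than vehicle mean plus two SD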
# MT stabilizer cytotoxicity % = also measured in MT stabilizer; calls as there; toxicity, %; measured here: cytotoxicity by cell density;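 0% = mean cell density of plate MIN control wells and 100% = no cells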
# Autophagy mod cell loss 18 h = further read-out of Autophagy mod, marked with its call; toxicity, %; measured here: cell loss, nuclei count;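 cell loss after 18 h compound exposure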
# Starred values were filed as active, the others as inactive; i = inactive; . = no result given. Compounds as they come; overall some 4% were active at least once.
SMILES | b-catenin transl | b-catenin transl cell count 5 µM | WT yeast gro inh | WT yeast gro inh mutant strain | Dynein cargo inh | Dynein cargo inh cytoplasmic EGFP | Dynein cargo inh nuclear GR-EGFP | Dynein cargo inh cell count | Insulin prom up | Insulin prom up cell count | MT stabilizer | MT stabilizer Hoechst-high % | MT stabilizer cytotoxicity % | ER stress rescue | Lipid droplet | Lipid droplet cells 6.5 µM | Autophagy mod | Autophagy mod cell loss 18 h | XIAP antagonists
COc1ccc([N+](=O)[O-])cc1N(CC(O)CN(CC(C)C)CC(C)C)S(=O)(=O)c1ccccc1 (stereo not drawn) | 0.7 | 1380 | 2 | -1 | 0.11 | -0.081 | 0.0085 | -0.46 | -1.2 | 934 | 1.3 | 1.4 | 8.7 | 0.6% | . | . | i | -2 | -1.7%
Cc1nc(NCC2CCCO2)nc2c1C(=O)CC(C)C2 (stereo not drawn) | -0.7 | 1120 | 16 | -10 | -0.79 | -0.28 | -0.38 | 1.2 | 0.04 | 1256 | 3.6 | 1.0 | 39 | -1.3% | -1 | 765 | i | -7 | 0.1%
Cc1c(CN2CCCC(C(=O)c3cccc(Cl)c3)C2)c(=O)n(-c2ccccc2)n1C (stereo not drawn) | -1.5 | 1005 | 5 | 14 | 0.19 | -0.28 | 0.0061 | 0.16 | -0.24 | 1468 | 3.5 | 2.1 | 4.6 | -0.8% | 0 | 688 | i | -26 | 10%
O=C(Cc1cccs1)N1CCN(c2ccccn2)CC1 | -0.4 | 975 | 6 | 12 | 3.5 | -0.16 | 1.3 | -1.5 | 0.6 | 1282 | 2.1 | 1.0 | 6.2 | 0.1% | . | . | i | 9 | -2.5%
O=C(Cc1nnc(NC(=O)Nc2ccc(Cl)cc2)s1)NCc1ccccc1 | -1.4 | 657 | 0 | 1 | -0.28 | -0.25 | -0.46 | 0.61 | 0.19 | 1292 | 1.9 | 2.2 | 9.9 | -1.3% | . | . | i | -12 | 1.0%
CCOC(=O)c1cnc(-n2nc(C)cc2C)nc1NCCO | -0.3 | 1399 | 16 | 15 | 0.42 | -0.23 | -0.72 | -0.5 | 0.57 | 1518 | 2.9 | 2.3 | 0.7 | 3.0% | . | . | i | -1 | 2.8%
O=C(COC(=O)c1ccc2c(c1)OCCO2)Nc1cc(Cl)ccc1Cl | -0.7 | 963 | -6 | 1 | 1.4 | -0.31 | 1.2 | 0.35 | . | . | 2.0 | 1.6 | 8.5 | 0.6% | 15 | 760 | i | -7 | -2.6%
CC(C)C(=O)N1CCN(c2ccccc2N)CC1 | . | . | 8 | 0 | -0.34 | -0.3 | -0.059 | 0.57 | -0.23 | 910 | 2.9 | 4.3 | 7.2 | -0.2% | . | . | i | 0 | 2.0%
CCCCOC(=O)c1ccc(NC(=O)C(=O)NCC2CCCO2)cc1 (stereo not drawn) | . | . | -2 | -25 | 0.00092 | -0.2 | -0.3 | 1.1 | . | . | 1.8 | 1.5 | 5.3 | 0.2% | . | . | i | 13 | -6.1%
COc1ccc(Nc2sc(C(=O)c3ccc(Cl)cc3)c(N)c2C(=O)Nc2ccccc2OC)cc1 | 7.8 | 946 | 7 | 4 | 1.5 | 0.21 | 1.4 | -1.9 | -1.2 | 846 | 4.6 | 2.4 | 3.2 | -2.6% | -20 | 766 | i | 7 | -16%
CCNCc1nc2cc(OC)c(OC)cc2c(=O)[nH]1 | 1.4 | 1037 | -7 | 8 | 0.43 | -0.13 | 0.74 | 0.44 | 0.58 | 796 | 3.0 | 1.8 | 9.3 | 4.1% | 2 | 713 | i | 1 | -10%

# Record cards, from the list above. Values in the order: b-catenin transl | b-catenin transl cell count 5 µM | WT yeast gro inh | WT yeast gro inh mutant strain | Dynein cargo inh | Dynein cargo inh cytoplasmic EGFP | Dynein cargo inh nuclear GR-EGFP | Dynein cargo inh cell count | Insulin prom up | Insulin prom up cell count | MT stabilizer | MT stabilizer Hoechst-high % | MT stabilizer cytotoxicity % | ER stress rescue | Lipid droplet | Lipid droplet cells 6.5 µM | Autophagy mod | Autophagy mod cell loss 18 h | XIAP antagonists
# Record of O=C(Cc1nnc(NC(=O)Nc2ccc(Cl)cc2)s1)NCc1ccccc1 → -1.4 | 657 | 0 | 1 | -0.28 | -0.25 | -0.46 | 0.61 | 0.19 | 1292 | 1.9 | 2.2 | 9.9 | -1.3% | . | . | i | -12 | 1.0%
# Record of COc1ccc([N+](=O)[O-])cc1N(CC(O)CN(CC(C)C)CC(C)C)S(=O)(=O)c1ccccc1 (stereo not drawn) → 0.7 | 1380 | 2 | -1 | 0.11 | -0.081 | 0.0085 | -0.46 | -1.2 | 934 | 1.3 | 1.4 | 8.7 | 0.6% | . | . | i | -2 | -1.7%
# Record of O=C(Cc1cccs1)N1CCN(c2ccccn2)CC1 → -0.4 | 975 | 6 | 12 | 3.5 | -0.16 | 1.3 | -1.5 | 0.6 | 1282 | 2.1 | 1.0 | 6.2 | 0.1% | . | . | i | 9 | -2.5%
# Record of Cc1c(CN2CCCC(C(=O)c3cccc(Cl)c3)C2)c(=O)n(-c2ccccc2)n1C (stereo not drawn) → -1.5 | 1005 | 5 | 14 | 0.19 | -0.28 | 0.0061 | 0.16 | -0.24 | 1468 | 3.5 | 2.1 | 4.6 | -0.8% | 0 | 688 | i | -26 | 10%
